High-throughput results from PubChem.
BAZ2B inh: qHTS Assay for Inhibitors of BAZ2B; Bromodomain adjacent to zinc finger domain protein 2B (Homo sapiens), Q9UIF8; AlphaScreen BAZ2B-H3K14Ac peptide displacement; 360,000 compounds, 4.4% hits; Potency, µM (highest dose often 114 µM), inactives show at the top dose activity change, negative = inhibition, most hits filed as inhibitors; AID 504333, 2011; also: % is scaled to controls: 0 for no effect and ±100 for the full control effect; nearly all actives have a fitted effect of over 60% in size
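AlphaScreen luminescence quantifies BAZ2B engagement of H3K14Ac peptide; the protein and biotinylated peptide are both at 50 nM final, buffer PBS pH 7.4 with 0.01% Tween-20, all steps at room temperature.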
APE1 inh: qHTS Assay for Inhibitors of the Human Apurinic/apyrimidinic Endonuclease 1 (APE1); Potency, µM (doses to about 65.8 µM), without a hit: at the highest dose activity change, negative = inhibition, actives largely listed as inhibitors; recombinant APE1, TAMRA/BHQ-2 abasic DNA cleavage fluorescence; 350,000 compounds, 0.35% hits; AID 2517, 2012;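 also: plate controls were vehicle for no effect and reference inhibitor for full effect; nearly all actives have a fitted effect of over 55% in size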
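Activity was derived from the fluorescence gain between first and third kinetic reads (60 s intervals, ex 525/em 598 nm) after 50 nM THF-abasic TAMRA/BHQ-2 duplex was added to 0.75 nM APE1 preincubated 15 min with compound.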
POLK inh: qHTS for Inhibitors of Polymerase Kappa. DNA polymerase kappa (Homo sapiens), Q9UBT6. purified Pol kappa, fluorescent DNA synthesis assay, 10 min. Potency, µM (series often up to 107 µM), for inactives: top-dose activity, negative = inhibition, hits mostly inhibitors. 400,000 compounds, 0.53% hits. AID 588579, 2011; also: % is scaled to controls: 0 for no effect and ±100 for the full control effect
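50 nM final substrate added after 15 min RT preincubation of 10 nM Pol kappa with compound; fluorescence read at 0 and 10 min.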
JMJD2A Tudor: qHTS Assay for Inhibitors of JMJD2A-Tudor Domain; Lysine-specific demethylase 4A (Homo sapiens), O75164; AlphaScreen JMJD2A-Tudor / H3K4me3 peptide binding; Potency, µM (top dose mostly 114 µM), without a hit: at the highest dose activity change, negative = inhibition, hits mostly inhibitors; 390,000 compounds, 4.4% hits; also: % is scaled to controls: 0 for no effect and ±100 for the full control effect; nearly all actives have a fitted effect of over 50% in size
Pol beta inh: qHTS Assay for Inhibitors of DNA Polymerase Beta | Pol beta primer extension/strand displacement, fluorescence kinetic | Potency, µM (highest dose often 114 µM), without a hit: top-dose activity change, negative = inhibition, hits mostly inhibitors | 340,000 compounds, 1.3% hits; also: % is scaled to controls: 0 for no effect and ±100 for the full control effect
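Homogeneous kinetic assay of primer extension and strand displacement by 10 nM Pol beta, preincubated 15 min at room temperature with compound before 50 nM substrate (final) was added. Read at 0 and 10 min; four-parameter Hill fit.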
BLM helicase inh: qHTS Assay for Inhibitors of Bloom's syndrome helicase (BLM); RecQ-like DNA helicase BLM (Homo sapiens), P54132; Potency, µM (titrated, usually from 56.1 µM), for the others: top-dose activity change, negative = inhibition, most hits filed as inhibitors; recombinant BLM DNA unwinding, fluorescence dequenching; 350,000 compounds, 0.2% hits;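 also: plate controls were vehicle for no effect and no enzyme for full effect; nearly all actives have a fitted effect of over 35% in size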
Pol iota inh: qHTS for Inhibitors of Polymerase Iota | DNA polymerase iota (Homo sapiens), Q9UNA4 | Pol iota fluorescent replication assay, 10 min | Potency, µM (series often up to 115 µM), inactives show at the highest dose activity, negative = inhibition, hits mostly inhibitors | 390,000 compounds, 1% hits | AID 588590, 2011
Target sequence (Q9UNA4 whole entry, looked up): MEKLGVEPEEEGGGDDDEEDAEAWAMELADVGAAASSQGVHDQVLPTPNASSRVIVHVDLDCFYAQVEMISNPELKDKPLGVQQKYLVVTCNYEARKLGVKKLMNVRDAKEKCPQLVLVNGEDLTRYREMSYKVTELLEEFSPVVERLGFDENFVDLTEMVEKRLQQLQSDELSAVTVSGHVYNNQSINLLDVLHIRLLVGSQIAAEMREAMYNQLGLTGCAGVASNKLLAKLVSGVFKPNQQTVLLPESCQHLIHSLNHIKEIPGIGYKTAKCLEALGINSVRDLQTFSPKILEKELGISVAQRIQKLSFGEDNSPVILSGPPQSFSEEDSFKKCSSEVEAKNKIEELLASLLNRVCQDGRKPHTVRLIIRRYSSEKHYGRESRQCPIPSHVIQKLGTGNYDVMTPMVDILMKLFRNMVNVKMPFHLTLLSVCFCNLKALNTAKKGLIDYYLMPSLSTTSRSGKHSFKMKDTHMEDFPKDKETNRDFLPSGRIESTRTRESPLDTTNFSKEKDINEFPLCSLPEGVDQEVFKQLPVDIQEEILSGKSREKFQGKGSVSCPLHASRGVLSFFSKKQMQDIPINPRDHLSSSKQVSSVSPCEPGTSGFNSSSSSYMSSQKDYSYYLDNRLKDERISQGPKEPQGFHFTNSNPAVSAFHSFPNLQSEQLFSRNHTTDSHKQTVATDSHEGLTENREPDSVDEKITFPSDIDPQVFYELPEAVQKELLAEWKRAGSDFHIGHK
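Fluorescent replication assay read twice, at 0 min and 10 min after adding 50 nM (final) substrate. Enzyme (10 nM) and compounds were first incubated 15 min at room temperature; enzyme-free buffer wells were negative controls.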
POLH inh: qHTS for Inhibitors of Polymerase Eta; Potency, µM (highest dose often 114 µM), without a hit: top-dose activity change, negative = inhibition, actives largely listed as inhibitors; recombinant Pol eta, fluorescent DNA replication assay; DNA polymerase eta (Homo sapiens), Q9Y253; 390,000 compounds, 1.2% hits; AID 588591, 2011; also: % is scaled to controls: 0 for no effect and ±100 for the full control effect
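Pol eta at 10 nM preincubated with compounds 15 min at room temperature; reaction started with fluorescent substrate (50 nM final) and read kinetically at 0 and 10 min.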
G9a block: qHTS Assay for Inhibitors of Histone Lysine Methyltransferase G9a | Histone-lysine N-methyltransferase EHMT2 (Homo sapiens), Q96KQ7 | G9a H3K9 monomethylation, AlphaScreen, 2 h | Potency, µM (titrated, usually from 102 µM), inactives show at the top dose activity, negative = inhibition, most hits filed as inhibitors | 350,000 compounds, 8.8% hits | AID 504332, 2011; also: % is scaled to controls: 0 for no effect and ±100 for the full control effect; nearly all actives have a fitted effect of over 75% in size
Target sequence (Q96KQ7 913-1193 limits assumed): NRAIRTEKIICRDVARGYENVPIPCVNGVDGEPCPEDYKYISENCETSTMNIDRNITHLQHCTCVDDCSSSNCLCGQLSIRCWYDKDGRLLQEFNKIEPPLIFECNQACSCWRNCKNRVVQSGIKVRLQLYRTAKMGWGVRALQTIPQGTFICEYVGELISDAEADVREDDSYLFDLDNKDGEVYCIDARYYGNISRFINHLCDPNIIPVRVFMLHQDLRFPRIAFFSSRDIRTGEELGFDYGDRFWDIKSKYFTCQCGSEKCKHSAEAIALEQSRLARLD
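Enzyme 20 nM + cpd, 15 min RT; add b-H3K9 pep 500 nM / SAM 20 uM; 2 h RT; anti-H3K9me1 Ab 0.5 ug/mL + SA donor / anti-rabbit acceptor beads 20 ug/mL each, 10 min; AlphaScreen read.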
The depositor's hits bear a star; ? = inconclusive; . = not tested or not shown; & = joins results of further samples; ! = a repeat was not active; [ ] = dose if it differs, or a comment. Calls follow the shape of the dose curve; as a rule, active = well fitted curve in the direction sought with a large enough effect; inconclusive = small, poorly fitted or top-dose-only effect, or another doubt; inactive = no such curve, though single readings can be large; an effect the other way counts as inactive or inconclusive. Potency is read from the fitted curve at half-maximal effect. These rows are one share of the data (hit frequency here may not be typical).

no. | molecule | BAZ2B inh | APE1 inh | POLK inh | JMJD2A Tudor | Pol beta inh
1 | O=C(Nc1ccc(F)cc1)c1ccc2ncsc2c1 | -2% | 67% | -14% | -2% | -12%
2 | O=C(CSc1ccc(-c2ccccn2)nn1)NC1CCCC1 | 3.2µM* | -2% | 2% | 3.2µM* | -8%
3 | CCOc1ccc(NC(C)=O)cc1N | -4% | 20%&8% | -2% | -21% | .
4 | CCN(CC)c1nc(Oc2ccc(=O)[nH]n2)nc(N2CCOCC2)n1 | 4% | 26% | 2% | 11% | 17%
5 | CC(=O)Nc1ccc(C(=O)CSc2nnc3ccc4ccccc4n23)cc1 | -16% | . | 4% | -4% | -18%
6 | N/C(=N\OC(=O)Cc1ccc([N+](=O)[O-])cc1)c1ccccn1 | 50µM* | -9% | -3% | ? | 6%
7 | COc1ccc(C(=O)/C=C/c2ccc(OC)c(COc3ccc(F)cc3)c2)cc1 | 0% | 2% | -13% | -13% | 5%
8 | O=[N+]([O-])c1ccccc1S(=O)(=O)NCCc1ccncc1 | . | -5% | 0% | -13% | 2%
9 | Cc1cc(N2CCN(c3ccccc3)CC2)nc2ccccc12 | 11% | 12% | 1% | 21% | 26%
10 | N#CCC(=O)Nc1ccc(C(=O)OCC(=O)NNC(=O)c2cccs2)cc1 | -1% | -12% | -9% | -10% | .
11 | CC(C)OC(=O)Cc1nc2sc(-c3ccccc3)cc2c(=O)[nH]1 | -15% | -20% | -9%[60.1 µM] | -22% | 7%
12 | COC(=O)C1=C(C)N(Cc2ccccc2)C(=NCCCCO)N[C@H]1c1ccccc1 | ? | 1%&-3% | 6% | ? | 4%&31%
13 | COc1ccc(C(=O)NCc2ccccc2C)cc1S(=O)(=O)NC1CCCC1 | . | 28% | 11% | 2% | .
14 | Cc1ccc(CSc2nc3nc(C)cc(C)c3c(=O)[nH]2)cc1 | -16% | -2% | -18% | -13% | 20%
15 | O=C1CC(c2c(F)cccc2Cl)C2=C(COC2=O)N1 (stereo not given) | -3% | -4% | -11% | -13% | 5%

no. | BLM helicase inh | Pol iota inh | POLH inh | G9a block
1 | -1% | ? | -1% | 35µM*
2 | 3% | 96%[activator] | -17% | -24%
3 | . | 3% | 2% | 4%[0.501 µM]
4 | 3% | 9% | -5% | -8%[59 µM]
5 | 4% | 11% | -14% | 8%[59 µM]
6 | 4% | -12% | -9% | ?
7 | -8% | 11% | -6% | 23%
8 | 6% | 99%[activator] | -8% | -48%
9 | -6% | -7% | -6% | 33%
10 | . | ? | ? | 9%
11 | -8% | -12% | -11% | 13%[0.501 µM]
12 | -1%&5% | 14% | -2% | 79µM*!
13 | . | 33%[activator] | -5% | .
14 | 4% | 15% | -10% | -38%
15 | 2% | 11% | -4% | 31%[59 µM]

Ordered by length of the SMILES (low to high): part of the list above.
no. | molecule | BAZ2B inh | APE1 inh | POLK inh | JMJD2A Tudor | Pol beta inh
15 | O=C1CC(c2c(F)cccc2Cl)C2=C(COC2=O)N1 (stereo not given) | -3% | -4% | -11% | -13% | 5%
5 | CC(=O)Nc1ccc(C(=O)CSc2nnc3ccc4ccccc4n23)cc1 | -16% | . | 4% | -4% | -18%
12 | COC(=O)C1=C(C)N(Cc2ccccc2)C(=NCCCCO)N[C@H]1c1ccccc1 | ? | 1%&-3% | 6% | ? | 4%&31%

no. | BLM helicase inh | Pol iota inh | POLH inh | G9a block
15 | 2% | 11% | -4% | 31%[59 µM]
5 | 4% | 11% | -14% | 8%[59 µM]
12 | -1%&5% | 14% | -2% | 79µM*!

Remaining list, next part
no. | molecule | BAZ2B inh | APE1 inh | POLK inh | JMJD2A Tudor | Pol beta inh
16 | COc1cccc(CNn2cnnc2)c1OCc1ccc(F)cc1 | -5% | -3% | -3% | -5% | 2%
17 | N=C1/C(=C/c2coc3ccccc3c2=O)C(=O)N=C2SC(c3ccco3)=NN12 | 71µM* | 11% | ? | ? | -112%
18 | CC(C)C(=O)Nc1cc(=O)[nH]c2ncnn12 | 0% | -1% | 12% | 1% | 17%
19 | COc1ccc(-c2nc(SCC(=O)Nc3c(F)cccc3F)n[nH]2)cc1 | -3% | -2% | -7% | -13% | .
20 | CCCCc1cc(=O)oc2cc(C)cc(OCc3nn[nH]n3)c12 | -3% | 3% | 1% | -12% | -1%
21 | N#C/C(=C\c1cccc(F)c1)c1nc(-c2cc3c(ccc4ccccc43)oc2=O)cs1 | 7% | . | 5% | -4% | 0%
22 | COc1ccccc1N1CCN(C(=O)C2CC=CCC2C(=O)O)CC1 (stereo not given) | 0% | -2% | -5% | 4% | -16%
23 | NC(=O)Cn1cc(/C=N\NS(=O)(=O)c2ccccc2)c2ccccc21 | -3% | -12% | -4% | -14% | 13%
24 | Cc1occc1C(=O)NNC(=O)C1CC1 | . | 26% | -20% | -17% | -8%
25 | O=C(NCCc1ccccc1)c1ccc(Cl)nc1 | 3% | 5% | 9% | -4% | 5%
26 | Cc1ccc(OC(C)C(=O)Nc2ncc(Cl)cc2Cl)c([N+](=O)[O-])n1 (stereo not given) | . | 1% | 6% | -12% | .
27 | O=C(NNC(=S)Nc1ccc(F)cc1)C1CC1c1ccc(Cl)cc1 (stereo not given) | 0% | 1% | -14% | -24% | 5%
28 | O=C(COn1nnc2ccc(Cl)cc21)Nc1ccc(F)cc1 | -5% | -4% | 2% | -6% | 5%
29 | COc1cccc(CN(C(=O)c2cnccn2)C(C(=O)NC2CCCCC2)c2cc(OC)c(OC)c(OC)c2)c1 (stereo not given) | 2% | 27%[12.4 µM] | -4% | 8% | 24%
30 | COc1ccc2[nH]c(=O)c(CN(CCO)C(=O)NCc3ccccc3)cc2c1 | -3% | 5% | -17% | -9% | 3%

no. | BLM helicase inh | Pol iota inh | POLH inh | G9a block
16 | 1% | -1% | -13% | -22%[12.7 µM]
17 | ? | ? | 3.2µM* | .
18 | 4% | -6% | -5% | ?
19 | . | 16% | -12% | ?
20 | 1% | -10% | -16% | 18%[59 µM]
21 | -2% | -16% | -4% | 6%[59 µM]
22 | 0% | 12% | -12% | ?
23 | 0% | -9% | -5% | .
24 | 1% | ? | -3% | -32%
25 | 2% | -10% | -10% | -6%[59 µM]
26 | . | -2% | -26% | .
27 | -7% | 7% | -19% | ?
28 | -3% | -12% | -16% | 29%[59 µM]
29 | -7% | 110%[activator] | -2% | 20%[59 µM]
30 | -1% | 15% | -6% | 11%[59 µM]

Two compounds from above, showing only G9a block and APE1 inh:
# | Compound | G9a block | APE1 inh
17 | N=C1/C(=C/c2coc3ccccc3c2=O)C(=O)N=C2SC(c3ccco3)=NN12 | . | 11%
18 | CC(C)C(=O)Nc1cc(=O)[nH]c2ncnn12 | ? | -1%

Additional entries follow.
no. | molecule | BAZ2B inh | APE1 inh | POLK inh | JMJD2A Tudor | Pol beta inh
31 | c1ccc(-c2nnc(-c3ccccc3)c(-c3c[nH]c4ccccc34)n2)cc1 | 4% | 0% | -3% | -20% | 17%
32 | CC1CC(C#N)N(N(C)C)C1=C(C#N)C#N (stereo not given) | -4% | -1% | -6% | -15% | 0%
33 | CSc1ncc(Cl)c(C(=O)Nc2nnc(SC)s2)n1 | -6% | 9% | -16% | -20% | 14%
34 | Cc1[nH]c(=O)nc(SCc2ccc(Cl)c(Cl)c2)c1C#N | 0% | -8% | -16% | -14% | 2%
35 | CCN(c1ccccc1)c1ncnc2c1cnn2-c1ccccc1 | 26% | 1% | -3% | 52%[activator] | 3%
36 | CCn1c2c(c3cc(Br)ccc31)CCC/C2=N\O | -4% | 1% | -5% | 4% | 8%
37 | O=C1CCC(C(=O)OCc2ccccc2)N1 (stereo not given) | -4% | 2% | 1% | -15% | 35%
38 | COc1ccc(NC(=O)c2ccccc2NC(=O)C2CC=CCC2C(=O)O)cc1 (stereo not given) | -10% | -14% | 12% | 8% | -8%
39 | Nc1nc(-c2ccc([N+](=O)[O-])cc2)c(C(=O)Nc2ccc(Cl)cc2)s1 | 0% | 1% | -8% | -14% | ?
40 | COc1cc(CN2CCN(c3ccccc3C)CC2)cc([N+](=O)[O-])c1O | ? | 7% | -9% | 4µM* | 27%
41 | O=C(CN(C(=O)c1ccccc1Cl)N1C(=O)C2C3C=CC(C3)C2C1=O)c1cccs1 (stereo not given) | -22% | -5% | 10% | -4% | 0%
42 | O=C(O)CCCC(=O)Nc1ccc(C(=O)NCc2cccnc2)cc1 | -1% | 7% | -17% | -13% | -30%
43 | O=C(O)c1cc(=O)[nH]c2ccccc12 | . | . | 18% | -14% | .

no. | BLM helicase inh | Pol iota inh | POLH inh | G9a block
31 | -1% | 2% | -11% | 22%[59 µM]
32 | -7% | -6%[58.9 µM] | -1% | 30%
33 | -5% | 21% | -14% | 8%[59 µM]
34 | -5% | 3% | 10% | ?
35 | -5% | 5% | ? | 31%
36 | -9% | -4% | -17% | 27%[59 µM]
37 | -4% | -19% | 7% | 6.3µM*
38 | 1% | 12% | -11% | 8%
39 | 0% | 21% | 11% | -9%
40 | -1% | 3% | -25% | 79µM*
41 | -1% | 17% | -21% | -2%
42 | -4% | -9% | -5% | -3%[12.7 µM]
43 | . | 4% | 3% | .

An excerpt from above in order of their number in G9a block, ascending.
entry	SMILES	BAZ2B inh	APE1 inh	POLK inh	JMJD2A Tudor	Pol beta inh	BLM helicase inh	Pol iota inh	POLH inh	G9a block
39	Nc1nc(-c2ccc([N+](=O)[O-])cc2)c(C(=O)Nc2ccc(Cl)cc2)s1	0%	1%	-8%	-14%	?	0%	21%	11%	-9%
32	CC1CC(C#N)N(N(C)C)C1=C(C#N)C#N (stereo not given)	-4%	-1%	-6%	-15%	0%	-7%	-6%[58.9 µM]	-1%	30%
35	CCN(c1ccccc1)c1ncnc2c1cnn2-c1ccccc1	26%	1%	-3%	52%[activator]	3%	-5%	5%	?	31%
